mcGAS MS inh: blocks mouse cGAS cGAMP production; Q8C6L5; recombinant mouse cGAS, cGAMP by RapidFire MS; inhibition, % at 12.5 µM; hit rate 0.18% among 130,000; AID 1259397;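 active = inhibition of cGAS enzyme activity at or above 60%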;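 also: enzyme stimulated by 45 bp dsDNA with ATP and GTP substrates; cGAMP share of summed cGAMP plus half ATP and half GTP signals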
Target sequence (Q8C6L5 whole entry, looked up): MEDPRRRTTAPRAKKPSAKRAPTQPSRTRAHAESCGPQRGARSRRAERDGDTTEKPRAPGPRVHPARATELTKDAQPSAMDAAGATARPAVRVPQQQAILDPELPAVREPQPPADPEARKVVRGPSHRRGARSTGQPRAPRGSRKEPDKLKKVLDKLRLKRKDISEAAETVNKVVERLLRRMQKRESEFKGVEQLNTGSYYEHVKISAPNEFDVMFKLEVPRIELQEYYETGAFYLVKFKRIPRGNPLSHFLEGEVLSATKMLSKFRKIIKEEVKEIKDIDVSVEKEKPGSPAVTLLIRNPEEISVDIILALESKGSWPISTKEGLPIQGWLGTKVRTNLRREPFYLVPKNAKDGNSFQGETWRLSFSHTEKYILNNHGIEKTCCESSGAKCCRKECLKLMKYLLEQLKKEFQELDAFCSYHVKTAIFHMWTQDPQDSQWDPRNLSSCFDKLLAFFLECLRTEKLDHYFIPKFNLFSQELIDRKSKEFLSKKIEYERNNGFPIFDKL
* marks the source's active call; other numbers are inactive results; & = joins results of further samples.

SMILES	mcGAS MS inh
CCc1nc(CN(C)Cc2nnc(-c3ccccc3)o2)c(C)[nH]1	-6
COc1ccc(C(C)(C)C)cc1S(=O)(=O)N(C)C1CCCCC1	-5
CC(C(=O)Nc1ccc(Cl)cc1)N1CCC(NS(=O)(=O)c2cccs2)CC1 (configuration not stated)	2
Cc1ccc2c(Cl)c(C)c(-n3ncc(C#N)c3N)nc2n1	-4
COc1ccc2c(c1OC)C(=O)OC2Nc1ccc2c(c1)nc(Cn1cccn1)n2CC(C)C (configuration not stated)	-4
NC(=O)C1CCCN1S(=O)(=O)c1cc(Cl)cc(Cl)c1 (configuration not stated)	-2
Cc1c(C)c(C)c(S(=O)(=O)NCCCN2CCCCCC2=O)c(C)c1C	-8
c1ccc(Nc2nc(N3CCCC3)nc3nccnc23)cc1	-10
O=C(CN1CCCCC1)N/N=C\c1ccc(OC2CSC2)cc1	11
Cn1c(=O)[nH]c(=O)c2c1nc(N1CCN(Cc3ccc(F)cc3)CC1)n2Cc1ccc(Cl)cc1	-2
c1ccc(OCCCCSCc2nc3ccccc3[nH]2)cc1	18
Cn1c(SCc2ccccc2)nnc1C1CCS(=O)(=O)C1 (configuration not stated)	-36
Cc1ccc(-c2nc(C=Nc3ccccn3)c(O)o2)cc1	-14
CN1CCC2(CC1)CN(C(=O)COCC1CCCCO1)CCN2C (configuration not stated)	-3
CCn1nnc2c(NCCCOC)ncnc21	-15
COCCN(Cc1ccc(C)cc1)Cc1cnc2nccn2c1	-10
Cc1cc(C)cc(C(=O)NCC(=O)OCC(=O)Nc2cc(F)ccc2F)c1	-6
CCNc1nc(N)nc(ON=C(C)C)n1	5
CCOc1ccccc1CN1C(=O)C(O)(CC(C)=O)c2ccccc21 (configuration not stated)	-3
Cc1ccc(-n2nc(C)c(CCC(=O)N(C)CCNC(=O)C(F)(F)F)c2C)c(C)c1	-6
Cc1cc(N2CCCN(Cc3ccc(O)c(C(=O)O)c3)CC2)ccn1	8
Cn1cc(S(=O)(=O)N2CCOCC2)cc1C(=O)O	-9
CN1CCN(S(=O)(=O)c2ccc(Br)c3ccccc23)CC1	-1
CO[C@@H]1[C@@H](OC(N)=O)[C@@H](O)[C@H](Oc2ccc3c(O)c(NC(=O)c4ccc(O)c(CC=C(C)C)c4)c(=O)oc3c2C)OC1(C)C	0&3
CCn1ccsc1=N	-6
COc1cc(Cn2c(C(=O)O)cc3oc(C)cc32)cc(OC)c1	1
O=C(NC1C2COCC1CN(CC1CCOCC1)C2)c1ccc2ncccc2n1 (configuration not stated)	-3
COc1cccc(C=C2N=C(c3cccc(C)c3)OC2=O)c1OC(F)F	-4
CCCOC(=O)N1CC[C@@H](c2ccc3c(c2)OCO3)[C@H](O)C1	-22
CN(C)CCSc1ccc(NC(=O)c2cccc(C(N)=O)c2)cc1	1
N#CC(NC(=O)CCc1ccc(Cl)s1)c1ccsc1 (configuration not stated)	-9
NC(=O)c1ccc(C2CCCN2C(=O)CCN2Cc3ccccc3C2)s1 (configuration not stated)	-1
CN(C)c1cccc(Nc2cc(-c3ccccc3Oc3ccccc3)ncn2)c1	2
C=C(Br)CN(CC1CCCO1)CC1CCCO1 (configuration not stated)	-8
CC(=O)Nc1nc(C(=O)N2CCCC3(CCCCCC3)C2)cs1	-7
OCC1(Cc2ccc(F)cc2F)CCCN(c2ncnc3[nH]ccc23)C1 (configuration not stated)	-9
O=c1c[n+]([O-])c2ccccc2n1OCc1ccc([N+](=O)[O-])cc1	-5
O=c1[nH]cnc2c1[nH]c1ccc(Br)cc12	-21
Cc1ccc(CN2CCN(Cc3ccc4nsnc4c3)CC2CCO)o1 (configuration not stated)	-11
CCn1c(C2CCCN(CC(C)(C)CN3CCOCC3)C2)nn(C)c1=O (configuration not stated)	4
COC1C=C2CCC3C(CCC4(C)C3CCC4(O)CSc3nccn3C)C2(C)CC1 (configuration not stated)	-5
CN(C)c1ccc(C(=C2C=CC(=[N+](C)C)C=C2)c2ccc(N(C)C)cc2)cc1	-3&2
CCC(C)N(Cc1ccccc1)C(=O)CCc1c(C)nc2c(c(OC)nn2C)c1C (configuration not stated)	-8
COc1ccc(OC)c(-n2cnnc2CN2CCCCC2)c1	-13
CS(=O)(=O)NCCCn1nc(-c2ccc(F)cc2)ccc1=O	5
O=C(Nc1nncs1)c1cc2c(s1)CCCC2	-4
CCCn1c(=O)c2c(nc3n2CC(C)CN3c2ccc(F)cc2)n(C)c1=O (configuration not stated)	-2
CCOC(=O)C(C)Sc1nc2ccc(OC)cc2cc1C#N (configuration not stated)	-9
Cc1nn(C)c(C)c1CCC(=O)N1CCCC(O)(CN(C)C)CC1 (configuration not stated)	-11
CN(c1ncccc1CNC(=O)c1ccc2nc[nH]c2c1)C1CCCCC1	-7
O=C(/C=C\c1ccc2c(c1)OCO2)Nc1c2c(nn1-c1ccc(Cl)cc1)CS(=O)(=O)C2	-5
O=C(C=Cc1ccco1)OCC(=O)C12CC3CC(CC(C3)C1)C2	-5
CC(c1cccc(-c2cnccn2)c1)N(C)C (configuration not stated)	-10
COc1nn(C)cc1C(=O)Nc1ccccc1	-22
Cc1ccc(SCCNC(=O)Cn2cnc3c(cnn3C)c2=O)cc1	3
Cc1c(C(=O)NCc2ccc3c(c2)OCO3)sc(=O)n1Cc1ccc2c(c1)OCO2	-10
CCNc1ccc(OC)nc1	5
COC(=O)CC1(C)Sc2ccccc2NC1=O (configuration not stated)	-10
O=C(C1CCOCC1)N1CCOC(CC2CCCCC2)C1 (configuration not stated)	-9
CNC(=O)c1ccc(NC(=O)CN2CCCC2c2cccn2C)cc1 (configuration not stated)	-18
Continued:
SMILES	mcGAS MS inh
Cc1ccc(Cn2c(C)c(C(=O)NCc3ccc(Cl)c(Cl)c3)sc2=O)cc1	19
O=C1Cc2cc(-c3ccc4c(c3)OCO4)ccc2N1	-14
CC(Nc1cccc2c1OCCO2)C(=O)Nc1ccc(Cl)cc1 (configuration not stated)	-8
CC(C)Cn1c(SCc2cccc(S(=O)(=O)N3CCOCC3)c2)nnc1-c1ccccc1F	-2
CN(CCc1ccccc1)C1CCCN(C(=O)C2=CCCC2)C1 (configuration not stated)	-3
COCC1(Cn2cnc(-c3ccccc3)c2-c2nccn2C)CC1	-30
NC(=O)C1CCN(c2ccc(S(=O)(=O)C(F)(F)F)cc2)C1 (configuration not stated)	-4
CC(C)C1=NOC(CNC(=O)CSCc2ccccc2Cl)C1 (configuration not stated)	-7
CN(CC(=O)N1CCCC1)c1nc(-c2ccccc2)nc2ccccc12	-18
COc1ccc(CN2C[C@H](Sc3ccccn3)C[C@H]2C(=O)Nc2ccc3sc(C)nc3c2)c(OC)c1	-4
CSCCc1ccc(NC(=O)N2CC(C)OC(C)C2)cc1 (configuration not stated)	7
O=S(=O)(c1ccccc1NCc1cn2c(n1)CCCC2)C(F)F	-15&-2
CC1CCc2ccccc2N1CCNC(=O)Nc1ccc(C#N)cc1 (configuration not stated)	0
N#Cc1ccc(S(=O)(=O)N2CSCC2C(=O)NCC(F)(F)F)cc1 (configuration not stated)	0
COc1ccc(Cl)cc1Cn1c(C)c(C(=O)NCc2ccc(C#N)cc2)sc1=O	-8
N#Cc1ccc(C(=O)NNC(=O)C2C3CC4CC(C3)CC2C4)cc1 (configuration not stated)	-1
Cc1cnc(C(=O)N2CC3(CCNCC3)CC2C(=O)O)cn1 (configuration not stated)	-11
CCNC(=O)C1(C)CCN(Cc2ccc(C(=O)OCC)o2)C1 (configuration not stated)	-6
CCOc1ccccc1N(CC(=O)NC(C)CC)S(=O)(=O)c1ccc(Cl)cc1 (configuration not stated)	-3
CCCc1cc(N2CCN(C3CCOCC3)CC2)nc(C)n1	-14
Cc1nc(-c2coc3cc(OCC(=O)O)ccc3c2=O)cs1	-2
CCOC(=O)C1=C(C)NC(=S)NC1C (configuration not stated)	-4
O=C1OCCC1N1CCC(c2ccccc2)CC1 (configuration not stated)	-38
FC(F)(F)CCc1ccnc(N2CCC(Nc3ncccn3)CC2)n1	0
Fc1ccccc1-c1noc2c1CN(Cc1cccn1-c1ncccn1)CC2	-5
CC(C)CSc1nc2c(c(=O)n(C)c(=O)n2C)n1Cc1ccccc1	-6
O=C(CCC1CCCO1)NNC(=O)c1cc(Br)c[nH]1 (configuration not stated)	-1
Cc1ccc(-c2nn3c(C)nnc3c3ccccc23)cc1S(=O)(=O)N1CCCCC1	2
O=C(/C(Cl)=C/Nc1cccc(S(=O)(=O)N2CCCCC2)c1)C(F)(F)F	-23
CCC1CCc2nc(NC(=O)CSC(C)C(=O)Nc3cc(C)on3)sc2C1 (configuration not stated)	3
C=CCn1c(=O)n(CC=C)c(=O)n(CC(=O)NC(C)COC)c1=O (configuration not stated)	-2
O=C(c1ccc(C(F)(F)F)cc1)N1CCCC(N2CCN(c3ccccc3F)CC2)C1 (configuration not stated)	-2
CSc1ccc(-c2nc(CN3C[C@H](O)[C@@H](N4CCOCC4)C3)c(C)o2)cc1	-1
CCN(CC)CC(=O)N1CCN(C(=O)C=C(C)C)CC1	2
COc1ncc(-c2nccn2C(C)Cc2ccsc2)cn1 (configuration not stated)	-9
O=C(c1cc(Cl)c[nH]1)N1CCN(CC2CC2)CC1	-9
Cc1c(Cl)cc(NC(=O)NCCc2ncnn2C)cc1Cl	1
CCC1(c2ccc(Cl)cc2)NC(=O)N(CC(=O)Nc2ccccc2OC)C1=O (configuration not stated)	-1
CC(C)CC(CNCc1cc(Br)cs1)N(C)C (configuration not stated)	-7
CN(CCC1CCCCN1C)C(=O)C1CCCO1 (configuration not stated)	-12
CCn1c(CCCCCCN)nnc1SC	0
CCn1cc(C(=O)Nc2ccc(C#N)cc2)c(=O)c2ccc(C)nc21	-1
CC(C)(C(=O)N1CCCC2(CCNC2)C1)n1cccc1 (configuration not stated)	-7
Cc1cccc(C(=O)Nc2c(C)nc3ccc(Cl)cn3c2=O)c1	-1
COCCN1C(=O)NC(c2ccc([N+](=O)[O-])cc2)C(C(=O)OC)=C1C (configuration not stated)	-5
O=C(COC(=O)C1CC2CCCC(C1)C2=O)NC1CC1 (configuration not stated)	-3
O=C(NCCc1ccccc1)N1CCn2cccc2C1c1ccccc1 (configuration not stated)	-11
CC(C)C(=O)N1CCC1(C)C(=O)Nc1ccccc1Oc1ccccc1 (configuration not stated)	-3
Fc1ccc(C2(c3noc(Cc4ccc5c(c4)OCO5)n3)CCOC2)cc1 (configuration not stated)	-9
O=C1CCCC2=C1C(c1cccnc1)n1nc(SCc3ccccc3F)nc1N2 (configuration not stated)	-12
CC(=O)NC(C)(c1ccccc1)c1nc(-c2cnc3ccccc3c2)cs1 (configuration not stated)	11
CCc1nc(SCC(=O)NCc2ccccc2-n2cccn2)n[nH]1	-16
CCc1ccccc1NC(=O)COc1cc(C)nc(N2CCc3ccccc3C2)n1	-8
CC(C)(C)c1cc(NC(=O)CNc2ccc3c4c(cccc24)CC3)on1	31
COc1cc2c(cc1OC)CN(C1CCCN(C(=O)c3cc(C)nc(C)n3)C1)CC2 (configuration not stated)	-12
CN(Cc1ccccc1)c1nc2c(c(=O)[nH]c(=O)n2C)n1CCSc1nc2ccccc2o1	-3
COc1cc2c(c(OC)c1)C(c1cnc3cc(O)ccc3c1)CC(=O)N2 (configuration not stated)	-2
O=C(COc1ccccc1)OC1CS(=O)(=O)CC1OC(=O)COc1ccccc1 (configuration not stated)	-12
CCCCNS(=O)(=O)c1cccc(NC(=O)c2cc(C)oc2C)c1	0
O=C(CN1CCN(Cc2ccc3c(c2)CCO3)CC1)Nc1c(F)cccc1F	9
O=c1ccc(-c2ccc(F)cc2)nn1CC(O)c1ccc(OC(F)F)cc1 (configuration not stated)	-6
CCOCC(O)CNC(=O)c1cc(Cl)ccc1OC1CCN(C(C)=O)CC1 (configuration not stated)	6
COc1cc(=O)n(-c2ccccc2C)nc1C(=O)N1CCN(c2ccccc2)CC1	-32

Assay outcomes: PubChem BioAssay, Fisher Drug Discovery Resource Center

Only part of the results is shown, so the mix of outcomes need not match the whole.
